# pAkt inh – blocks phosphorylation of Akt. Neuro2A IGF-stimulated pAkt S473 HTRF, 20 min; active compounds read low. activity change, % for hits at 50 µM. 0.32% of 360,000 active; in the data active means activity change below about -80%; inconclusive means mostly about -51% to -80%; further: on the % scale 0 is the no-effect control and ±100 the full control effect
#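 Neuro2A cells (4,500/well, DMEM with 0.5% FBS) were treated with compound at a single 50 µM final concentration, stimulated with 6 nM IGF for 20 min at 37 °C, and lysed. Phospho-Akt Ser473 was read by HTRF as 665/615 ratio ×10^4.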
# CCT chaperon mod – modulators of cytosolic chaperonin (CCT/TRiC) activity; purified chaperonin ATPase assay, HTRF ADP detection, 30 min; activity change, % (test concentration not listed), hits read low; 0.3% of 360,000 active; AID 651819; in the data active means activity change below about -30%; further: on the % scale 0 is the no-effect control and ±100 the full control effect
#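 We incubate TRiC, 40 or 20 nM final, with library compounds at 76 uM and 10 uM ATP for 30 min at 37 °C. ADP formed is detected with Transcreener HTRF reagents after 30 min at room temperature.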
# Mm-Cpn inhibitor – M. maripaludis TRiC chaperonin inhibition | purified Mm-Cpn ATPase, ADP Transcreener TR-FRET | Potency, µM (titrated, usually from 76.9 µM), without a hit: at the top dose activity, negative = inhibition, hits mostly inhibitors | 0.031% of 330,000 active; further: potency means the concentration at half of the fitted maximal effect; on the % scale 0 is the no-effect control and ±100 the full control effect; nearly all actives have a fitted effect of over 80% in size
#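 Purified archaeal Mm-CPN (25nM final) preincubated 10 min at 37degC with compound, then 10uM ATP for 30 min at 37degC; ADP measured by HTRF Transcreener TR-FRET; buffer 30 mM TRIS pH 7.4, 100mM KCl, 5mM MgCl2, 1mM DTT.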
# D3 ag – D3 dopamine receptor (human) agonism; P35462; D3R DiscoveRx beta-arrestin cells, luminescence, 90 min; max activation, %; 0.58% of 410,000 active; in the data active means max activation above about 30%; further: 0% is about no effect; mostly tested at two doses, the higher about 12 µM
# Target sequence (P35462 whole entry, looked up): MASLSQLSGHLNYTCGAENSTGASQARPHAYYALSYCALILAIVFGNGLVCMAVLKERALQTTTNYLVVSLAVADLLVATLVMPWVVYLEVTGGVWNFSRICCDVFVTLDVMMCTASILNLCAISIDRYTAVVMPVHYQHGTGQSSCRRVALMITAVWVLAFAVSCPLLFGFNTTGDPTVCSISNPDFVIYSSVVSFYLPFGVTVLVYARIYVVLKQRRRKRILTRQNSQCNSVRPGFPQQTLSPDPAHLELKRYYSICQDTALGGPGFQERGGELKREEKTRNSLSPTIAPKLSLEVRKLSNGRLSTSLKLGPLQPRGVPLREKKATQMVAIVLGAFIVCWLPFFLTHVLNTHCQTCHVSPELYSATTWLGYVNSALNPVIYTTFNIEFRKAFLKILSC
#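 Agonist-mode cell screen: cells plated at 1500/well and incubated overnight at 37 °C, then exposed to library compounds for 90 min at 37 °C. Detection reagent was added for 30–60 min at room temperature, and luminescence was read.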
# EPAC2 antag – antagonists of human EPAC2. EPAC2 GEF exchange of Rap1B-BODIPY-GDP, fluorescence. Potency, µM (titrated, usually from 114 µM), inactives show at the highest dose activity, negative = inhibition, usual class: inhibitors. 0.18% of 360,000 active. AID 720708; further: potency means the concentration at half of the fitted maximal effect; on the % scale 0 is the no-effect control and ±100 the full control effect; nearly all actives have a fitted effect of over 45% in size; many of its hits are not listed in these tables
# DRD3 antagonist – D3 dopamine receptor (human) antagonism. D3R cells, DiscoveRx beta-arrestin luminescence, antagonist mode; active compounds read low. max response, negative = inhibition, %. AID 652054. 2.5% of 360,000 active; in the data active means max response below about -50%; inconclusive means no clear call, values can overlap the other calls; further: on the % scale 0 is the no-effect control and ±100 the full control effect; mostly tested at two doses, the higher about 12 µM
#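 Cells expressing the human receptor were seeded at 1500 cells/well, incubated overnight at 37 degrees C in 5% CO2, then exposed to library compounds with dopamine controls for 90 minutes at 37 degrees C before luminescent detection.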
# PTHR1 agonist – PTHR1 (human) receptor agonism. Q03431. 0.075% of 410,000 active. HEK293 GP2 PTHR1 cells, GloSensor cAMP luminescence, 1 h. Potency, µM (top dose mostly 115 µM), for the others: top-dose activation, most hits filed as activators; further: potency means the concentration at half of the fitted maximal effect; nearly all actives have a fitted effect of over 55% in size; some results filed as inactive show a strong effect at the top dose; inactives centre near -15; many of its hits are not listed in these tables
# Target sequence (Q03431 whole entry, looked up): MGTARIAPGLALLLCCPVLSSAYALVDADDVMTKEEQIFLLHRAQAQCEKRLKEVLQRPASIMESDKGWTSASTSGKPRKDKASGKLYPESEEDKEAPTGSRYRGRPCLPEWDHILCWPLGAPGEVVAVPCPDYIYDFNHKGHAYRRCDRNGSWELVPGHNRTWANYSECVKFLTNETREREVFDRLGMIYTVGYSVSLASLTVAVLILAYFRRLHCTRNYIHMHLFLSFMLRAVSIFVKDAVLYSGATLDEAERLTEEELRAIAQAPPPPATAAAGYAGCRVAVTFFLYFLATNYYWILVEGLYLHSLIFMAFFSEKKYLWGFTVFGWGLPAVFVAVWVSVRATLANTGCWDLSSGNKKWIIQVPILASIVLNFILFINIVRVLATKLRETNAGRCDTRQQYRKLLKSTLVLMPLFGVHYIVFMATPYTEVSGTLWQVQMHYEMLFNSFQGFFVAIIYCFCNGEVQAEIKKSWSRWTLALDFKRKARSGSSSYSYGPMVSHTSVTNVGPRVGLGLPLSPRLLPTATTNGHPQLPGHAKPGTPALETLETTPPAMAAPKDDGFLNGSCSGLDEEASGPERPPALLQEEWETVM
#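 HEK-293-derived GP2 cells expressing PTHR1 and a GloSensor cAMP reporter, 3,000/well, plated overnight, given luciferin plus IBMX (each 0.5 mM as added) for 1 h at 37 °C, then compound for 1 h at 37 °C. Luminescence was read after 15 min at room temperature.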
# EPAC2 agonist – activates human EPAC2 exchange factor | Q8WZA2 | EPAC2 activation, biochemical qHTS; response scale: 100% = 6.5 mM cAMP response | Potency, µM (titrated, usually from 154 µM), for the others: top-dose activation, actives largely listed as activators | 0.079% of 360,000 active | AID 720711; further: potency means the concentration at half of the fitted maximal effect; nearly all actives have a fitted effect of over 50% in size
#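 Each well held 100 nM EPAC2, 250 nM RAP1B-BODIPY-GDP and 50 uM GDP. Fluorescence, read at 5-min intervals to 30 min, was referenced to a 6.5 mM cAMP positive control.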
# Numbers without * were called inactive; i = inactive; u = inconclusive; x = no result given; & = joins results of further samples; [ ] = another dose, or the depositor's remark. Unless noted, the call rests on the fitted dose curve; in most records, active means well fitted curve in the direction sought with a large enough effect; inconclusive means small, poorly fitted or top-dose-only effect, or another doubt; inactive means no such curve, though single readings can be large; an effect the other way counts as inactive or inconclusive. Not all compounds are listed; the hit share may differ from the screen's.
SMILES,pAkt inh,CCT chaperon mod,Mm-Cpn inhibitor,D3 ag,EPAC2 antag,DRD3 antagonist,PTHR1 agonist,EPAC2 agonist
O=C1c2cccc(NCCCNCCO)c2C(=O)c2cccc(NCCCNCCO)c21,i,-1.8,x,-28,-20%,u,-12%,-3%
C=C(C)C(=O)NNc1ccccc1,i,1.1,4%,13,0%,5,-9%,5%
COc1cccc(-c2cc(N)nn2C(=O)Nc2ccc(Cl)cc2)c1,i,-0.5,3%,-4,-6%,-5,i,29%
C/C(=N\Nc1nc2ccccc2[nH]1)c1ccc(C)o1,i,1.6,-2%,-8,-4%,11,-20%,3%
Cc1occc1C(=O)NC(C)CCc1ccccc1 (stereo not drawn),i,-2.7,-1%,-12,-1%,-19,28%[57.5 µM],10%
O=C(CCSc1ccccc1)Nc1ccccc1C(=O)N1CCCC1,i,-3.8,-1%,-3,1%,-9,i,-10%
CCN(CC)CCN(Cc1cc2cc3c(cc2[nH]c1=O)OCCO3)C(=S)NCCOC,i,1.6,x,-5,1%,1,i,-2%
CN(CCCn1ccc(N)nc1=O)Cc1ccco1,i,1.3,x,1,0%,14,-25%,-2%
Nc1cccc(-n2nncc2-c2ccccc2)c1,i,-0.7,-2%,-7,1%,20,-5%[57.5 µM],-1%
Cc1ccc2nc(CC(O)(c3ccccc3)c3ccccc3)ccc2c1,i,0.4,x,0,u,-12,-40%[inhibitor],9%
O=C(CN1CCN(S(=O)(=O)c2ccccc2F)CC1)N1CCc2ccccc2C1,i,-0.4,-10%,-6,-4%,-1,i,2%
Cc1c(C(=O)O)sc(S(=O)(=O)N2CCN(C(=O)Cc3ccccc3)CC2)c1C(=O)O,i,1.2,0%,0,13%,3,i,1%
COc1ccccc1CNC(=O)COC(=O)C1CC1,i,1.7,2%,2,-1%,14,i,9%
O=S(=O)(/N=C(/Sc1ccccc1)c1ccccc1)c1ccccc1,i,0.0,4%,-6,-5%,u,-27%,-3%
O=C(O)CSc1nnc(C2COc3ccccc3O2)n1-c1ccccc1 (stereo not drawn),i,0.5,-1%,3,4%,-14,i,-6%
O=S(=O)(Cc1ccccc1)N(O)c1ccccc1,i,-2.3,0%,3,1%,4,-7%,17%
C=CCN(c1ccccc1)S(=O)(=O)c1cccc(C(=O)NC2CCN(Cc3ccccc3)CC2)c1,i,-1.5,0%,-27,-7%,-79*,-80%[inhibitor],3%
CCOC(=O)C1CCCN(S(=O)(=O)c2ccc(F)c(C(=O)Nc3ccc(F)c(F)c3)c2)C1 (stereo not drawn),i,-2.7,1%,-3&-3,-21%,10,-80%[inhibitor],16%
CN(C)S(=O)(=O)c1ccc(C(=O)Nc2ccc3nc(N4CCOCC4)sc3c2)cc1,i,0.3,-3%,3,-28%,0,i,-1%
Cc1cc(C)c(C#N)c(SCCN2CCCCC2)n1,i,1.6,1%,-10,3%,-30,i,6%
COc1ccc(S(=O)(=O)Nc2cccc3c2O[C@H](CN(C)C(=O)Nc2ccc(C(F)(F)F)cc2)[C@@H](C)CN([C@H](C)CO)C3=O)cc1,i,-1.0,2%,-13,u,20,i,-5%
CC(=O)OCCN1c2ccccc2Sc2cnccc21,i,0.6,x,-4,-13%,16,-20%,10%
CCOC(=O)c1cc(C)n(CCCN2CCOCC2)c1C,i,0.7,0%,-2,1%,13,-11%[57.5 µM],7%
COc1ccc(CCC(=O)OCC(=O)N(C)c2c(N)n(Cc3ccccc3)c(=O)[nH]c2=O)cc1,i,2.3,u,3,10%,4,i,-1%
CC(=O)NC(CC(=O)OCC(=O)NCCc1ccccc1)c1ccccc1 (stereo not drawn),i,1.1,-7%,2,25%,6,i,-3%
COCc1c(C(=O)N/N=C(\C)c2ccncc2)nnn1-c1nonc1N,i,0.4,-1%,1,7%,19,i,7%
O=C(CNC(=O)c1cccc(F)c1)OCc1cc(=O)n2cc(Br)ccc2n1,i,0.1,-2%,10,-1%,8,i,5%
CCCCOC(=O)N1CCOCCOCCOCCOCC1,i,1.4,1%,-3,1%,30,i,5%
CC(C)c1ccc2c(c1)c(SC(C)(C)C)c(CC(C)(C)C(=O)O)n2Cc1ccc(Cl)cc1,i,1.0,-1%&1%,-1,u,18,-48%[inhibitor],-23%
CCOc1ccc2[nH]c(=O)c(C(c3nnnn3C3CCCCC3)N3CCN(CC)CC3)cc2c1 (stereo not drawn),i,-2.8,-2%,-16,2%,8,-12%[57.5 µM],-2%
CCCCCCCOc1ccc(C2(C)NC(=O)NC2=O)cc1 (stereo not drawn),i,-1.8,-3%,2,-7%,-13,i,5%
Cc1ccc(C)n1NC(=O)c1ccccc1[N+](=O)[O-],i,1.7,0%,1,-1%,1,i,3%
CCOC(=O)[C@@H]1[C@H]2COc3ccccc3[C@H]2N2C(=O)N(c3cccc(F)c3)C(=O)[C@]12C,i,-0.8,-1%,-1,u,-8,-24%,9%
COc1ccc(C2C3=C(CC(C)(C)CC3=O)Nc3c2c(=O)[nH]c(=O)n3Cc2ccccc2)cc1 (stereo not drawn),-102%*,0.4,0%,2,1%,39,-38%[57.5 µM],-40%[inhibitor]
CN(CCOc1ccc(-c2ccn(S(=O)(=O)c3ccc(Cl)cc3)n2)cc1)c1ccccn1,i,-1.2,1%,0,-1%,-5,-31%,1%
Cc1cn(CC(=O)NCCCn2ccnc2)c(=O)[nH]c1=O,i,-1.0,x,11,-12%,15,24%,0%
CN(C)S(=O)(=O)c1cccc(NC(=S)NCc2ccco2)c1,i,-2.0,1%,16,-9%,-7,-15%,4%
CC(C)C(NC(=O)C1(NC(=O)OCc2ccccc2)CCCC1)C(=O)O (stereo not drawn),i,0.9,x,-11,10%,u,i,10%
COc1ccc(C(=O)C(C)[n+]2ccc(-c3nnc4n3CCCCC4)cc2)cc1 (stereo not drawn),i,0.8,-5%,-16,3%,-26,-5%,7%
CCCCNC(=O)c1nc(-c2cc3ccccc3[nH]2)oc1-c1cccc(C(F)(F)F)c1,i,x,x,17,3%,47,-18%,-13%

# In the list so far, these contain a COOH group:
SMILES,pAkt inh,CCT chaperon mod,Mm-Cpn inhibitor,D3 ag,EPAC2 antag,DRD3 antagonist,PTHR1 agonist,EPAC2 agonist
Cc1c(C(=O)O)sc(S(=O)(=O)N2CCN(C(=O)Cc3ccccc3)CC2)c1C(=O)O,i,1.2,0%,0,13%,3,i,1%
O=C(O)CSc1nnc(C2COc3ccccc3O2)n1-c1ccccc1 (stereo not drawn),i,0.5,-1%,3,4%,-14,i,-6%
CC(C)c1ccc2c(c1)c(SC(C)(C)C)c(CC(C)(C)C(=O)O)n2Cc1ccc(Cl)cc1,i,1.0,-1%&1%,-1,u,18,-48%[inhibitor],-23%
CC(C)C(NC(=O)C1(NC(=O)OCc2ccccc2)CCCC1)C(=O)O (stereo not drawn),i,0.9,x,-11,10%,u,i,10%

# Additional structures follow.
SMILES,pAkt inh,CCT chaperon mod,Mm-Cpn inhibitor,D3 ag,EPAC2 antag,DRD3 antagonist,PTHR1 agonist,EPAC2 agonist
COC(=O)c1ccc(OC(=O)CCN2C(=O)C3C4c5ccccc5C(c5ccccc54)C3C2=O)cc1 (stereo not drawn),i,0.8,1%,23,-2%,7,i,8%
O=C(CSc1ccccc1F)Nc1ccc(N2CCOCC2)cc1,i,-11,1%,-10,1%,2,-23%,15%
CN(C)c1oc(-c2ccccc2Cl)nc1C#N,i,-0.9,-1%,3,14%,-8,i,0%
CN(C)N1C(N)=C(C#N)C(c2ccc(F)cc2)C2=C1CC(C)(C)CC2=O (stereo not drawn),i,1.4,1%,1,9%,4,-2%,-6%
Cc1nn(-c2ccccc2)c(C)c1C(=O)OCC(=O)Nc1ccccc1F,i,-9.5,2%,-1,-5%,3,-33%[inhibitor],15%
NS(=O)(=O)c1ccc(NC(=S)NC(=O)c2ccco2)cc1,i,-2.0,u,-10,-17%,u,-9%,u
CCOC(=O)C1=C(C)NC(SC)=NC1c1ccccc1 (stereo not drawn),i,0.0,0%,0,8%,-9,-12%[57.5 µM],1%
O=C(CN1CCCC1)NN=C(c1ccccc1)c1ccccc1,i,-3.1,1%,-10,-1%,-5,u,11%
CCOc1ccc(S(=O)(=O)N2CCOCC2)cc1NC(=O)CSCC(=O)Nc1cccc(C)c1,i,0.1,-1%,-2,2%,-21,-23%,15%
CCCC(=O)Nc1ccccc1NC(=O)CN(C)S(=O)(=O)c1ccc(C)cc1,i,-1.0,1%,-6,-1%,3,-11%[57.5 µM],3%
Cc1nc(-c2ccccc2)cs1,i,-3.9,1%,4,-3%,-11,i,-5%
CCOc1ccccc1CN1CCN(Cc2cn(C)nc2-c2ccccc2)CC1CCO (stereo not drawn),i,-0.1,0%,-9,-2%,-8,i,0%
O=C1Cc2ccccc2C(=O)N1Nc1ccccc1,i,1.4,x,-10,19%,-20,i,11%
O=C(CCc1nnc(C2(c3ccc(Cl)cc3)CCC2)o1)N1CCCC1,i,-0.9,0%,-1,0%,-13,-22%,5%
C=CCN(CC=C)C(=O)CN1C(=O)NC(C)(c2ccc3cc(OC)ccc3c2)C1=O (stereo not drawn),i,0.5,-4%,7,3%,-7,i,-2%
CC1CCN(C(=O)c2ncn3c2c(=O)[nH]c2ccc(Br)cc23)CC1,i,-1.0,x,0,-10%,0,i,3%
CCOC(=O)CCn1c(CC(=O)OCC)nc2ccccc21,x,-0.4,-4%,1,-5%,32,i,-6%
COc1cccc(CNC(=O)CSc2ccc(-c3cccs3)nn2)c1,i,0.2,-7%,-2,7%,-9,-21%,10%
CCOc1ccc(NC(=O)CSc2nnc(Cc3csc(C)n3)o2)cc1,i,0.3,-3%,-3,2%,5,i,4%
c1ccc(-c2nnc(OCCN3CCOCC3)c3ccccc23)cc1,i,-1.5,1%,-3,0%,-9,-3%[57.5 µM],0%
CCCC1(CCC)NC(=O)N(CC(=O)Nc2ccc3c(c2)OCCO3)C1=O,i,-2.0,-2%,-2,9%,-10,i,13%
Oc1ccc(Cl)cc1/C=N/c1nccs1,i,-0.1,-2%,-11,5%,11,-5%[57.5 µM],-1%
Cc1cc(C)nc(SCC(=O)c2ccc([N+](=O)[O-])cc2)n1,i,-5.3,-4%,-3,2%,-14,i,2%
CCn1nc(C(=O)NNC(=O)COc2ccc(OC)cc2)c2ccccc2c1=O,i,-0.1,0%,2,1%,34,i,3%
O=C(NCCC1=CCCCC1)C1CCN(S(=O)(=O)c2cccc3nonc23)CC1,i,-3.9,1%,-8,-5%,0,i,-2%

# Screening results from PubChem BioAssay.
